LDHA block = LDHA (human) enzyme inhibition | P00338 | purified LDHA, NADH/diaphorase-resazurin fluorescence; active compounds read low | activity change, % (values are at about 110 or 230 µM) | actives 0.15% (n = 480,000) | AID 1347041; in the data active means activity change below about -30%; inconclusive means mostly about -25% to -30%;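 further: plate controls were DMSO wells for no effect and wells without enzyme for full effect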
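LDH5 2 nM; NADH 0.06 mM, pyruvate 0.2 mM; 200 mM Tris pH 7.4, EDTA, Tween-20; 5 min RT. Detection: diaphorase 0.133 mg/mL + resazurin 37 µM, fluorescence ex540/em590 at 0 and 20 min; normalized to enzyme-free and DMSO wells.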
USP1-UAF1 inh = blocks the human USP1/UAF1 deubiquitinase complex | O94782 | recombinant USP1/UAF1, Ub-Rhodamine cleavage fluorescence | Potency, µM (titrated, usually from 57.1 µM), inactives show at the highest dose activity change, negative = inhibition, most hits filed as inhibitors | actives 0.23% (n = 390,000) | AID 743255; further: potency means the concentration at half of the fitted maximal effect; on the % scale 0 is the no-effect control and ±100 the full control effect; nearly all actives have a fitted effect of over 60% in size; inactives centre near -12
Target sequence (O94782 whole entry, looked up): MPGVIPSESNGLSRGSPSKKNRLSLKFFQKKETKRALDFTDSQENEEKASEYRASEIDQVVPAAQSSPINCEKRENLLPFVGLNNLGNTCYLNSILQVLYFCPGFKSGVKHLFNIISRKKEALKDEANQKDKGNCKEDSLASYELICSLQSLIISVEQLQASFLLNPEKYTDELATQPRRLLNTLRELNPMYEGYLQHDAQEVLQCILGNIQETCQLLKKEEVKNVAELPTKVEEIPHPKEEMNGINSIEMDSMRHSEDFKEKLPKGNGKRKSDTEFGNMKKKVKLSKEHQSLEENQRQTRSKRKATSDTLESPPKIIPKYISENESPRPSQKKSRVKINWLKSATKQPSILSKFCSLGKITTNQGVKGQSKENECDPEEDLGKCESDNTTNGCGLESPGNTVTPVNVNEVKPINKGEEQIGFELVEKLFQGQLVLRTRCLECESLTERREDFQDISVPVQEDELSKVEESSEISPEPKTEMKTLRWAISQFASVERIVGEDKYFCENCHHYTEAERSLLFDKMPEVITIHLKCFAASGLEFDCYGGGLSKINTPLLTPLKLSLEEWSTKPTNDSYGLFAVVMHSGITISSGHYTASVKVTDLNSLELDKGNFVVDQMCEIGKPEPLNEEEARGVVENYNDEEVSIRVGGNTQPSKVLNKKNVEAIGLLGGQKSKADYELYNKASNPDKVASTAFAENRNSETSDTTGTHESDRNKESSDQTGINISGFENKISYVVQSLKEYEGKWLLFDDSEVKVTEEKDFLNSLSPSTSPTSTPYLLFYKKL
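Step one: compound is pinned into 1nM USP1/UAF1 in HEPES pH 7.8 buffer with TCEP. Step two: 15 min room-temperature incubation. Step three: Ub-Rho (150nM final) starts cleavage, tracked by fluorescence over six one-minute reads.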
Vif-A3F inh = inhibitors of Vif-A3F interaction. HeLa A3F-eYFP + Vif (tagged APOBEC3F with the HIV-1 protein that degrades it), YFP fluorescence increase. Potency, µM (top dose mostly 46.1 µM), for the others: at the top dose activity, negative = active. actives 0.2% (n = 390,000); further: potency means the concentration at half of the fitted maximal effect; % of control where 0% means no effect; nearly all actives have a fitted effect of over 65% in size
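HeLa cells stably expressing Vif plus C-terminally eYFP-tagged A3F were seeded, incubated overnight at 37 deg C, dosed with compound, incubated overnight again at 37 deg C. Yellow fluorescence (Ex 488/Em 500-530) reported blocked Vif-mediated A3F-eYFP degradation.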
TrxR1 inh = blocks rat thioredoxin reductase 1; recombinant rTrxR1, NADPH fluorescence consumption, selenite substrate; O89049; actives 1% (n = 390,000); AID 588453; Potency, µM (doses to about 114 µM), inactives show at the top dose activity change, negative = inhibition, usual class: inhibitors; further: potency means the concentration at half of the fitted maximal effect; on the % scale 0 is the no-effect control and ±100 the full control effect; nearly all actives have a fitted effect of over 65% in size
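Rat TrxR1 (90 nM in the dispensed reagent) was pre-reduced with 400 uM NADPH for 5 min at room temperature, then incubated with compound for 15 min. After 400 uM selenite was added, NADPH fluorescence (Ex 340/Em 450 nm) was followed for 8 min.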
Vif-APOBEC3G blk = inhibitors of Vif-APOBEC3G interaction; actives 0.076% (n = 410,000); HeLa A3G-eYFP + Vif (tagged APOBEC3G with the HIV-1 protein that degrades it), YFP fluorescence, overnight; Potency, µM (top dose mostly 46.1 µM), inactives show top-dose activity, negative = active, usual class: inhibitors;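 further: potency means the concentration at half of the fitted maximal effect; on the % scale 0 is the no-effect control and ±100 the full control effect; nearly all actives have a fitted effect of over 60% in size; hits raise eYFP signal because A3G escapes Vif-driven loss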
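Read-out is eYFP fluorescence (Ex 488/Em 500-530) from Vif-expressing HeLa A3G-eYFP cells; more signal means A3G escaped Vif-mediated degradation. Cells plated overnight, compound pinned in, incubated overnight at 37 deg C.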
RGS4 inhibitor = inhibitors of human regulator of G protein signaling 4; P49798; Transcreener GDP fluorescence polarization, RGS4-accelerated GTP hydrolysis; Potency, µM (highest dose often 114 µM), for inactives: at the top dose activity change, negative = inhibition, usual class: inhibitors; actives 0.039% (n = 390,000); further: potency means the concentration at half of the fitted maximal effect; on the % scale 0 is the no-effect control and ±100 the full control effect; nearly all actives have a fitted effect of over 75% in size; some results filed as inactive show a strong effect at the top dose
Target sequence (P49798 whole entry, looked up): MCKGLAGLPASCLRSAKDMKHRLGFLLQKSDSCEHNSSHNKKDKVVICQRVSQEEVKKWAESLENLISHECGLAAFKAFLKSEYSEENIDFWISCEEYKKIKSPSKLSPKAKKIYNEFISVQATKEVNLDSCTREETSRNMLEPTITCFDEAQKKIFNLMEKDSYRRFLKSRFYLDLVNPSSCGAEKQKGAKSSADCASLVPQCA
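MLSMR compounds (23 nl, pin-transferred) preincubated 10 min at room temperature with a 500nM (2x) first reagent, then RGS4 at 900nM (2x) plus Transcreener GDP mix added; fluorescence polarization (620/688 nm) read before and after 90 min at 30 °C.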
Glioma ERSR ind = inducers of ER stress response in human glioma cells | U87-MG GRP78 promoter luciferase reporter, 16 h | Potency, µM, for the others: at the highest dose activation, usual class: activators | actives 0.02% (n = 420,000); further: potency means the concentration at half of the fitted maximal effect; series mostly up to about 76 µM; % of control where 0% means no effect; nearly all actives have a fitted effect of over 35% in size
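Stably transfected U87-MG glioma cells carrying a GRP78-based luciferase sensor; 16 h compound incubation. Luminescence end-point read 10 min after Bright-Glo addition at room temperature.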
IDH1 R132H inh = blocks human mutant IDH1 R132H enzyme; O75874; IDH1-R132H enzyme, NADPH consumption, diaphorase/resazurin fluorescence; Potency, µM (titrated, usually from 76.6 µM), without a hit: at the highest dose activity change, negative = inhibition, most hits filed as inhibitors; actives 0.093% (n = 390,000); AID 602179; further: potency means the concentration at half of the fitted maximal effect; on the % scale 0 is the no-effect control and ±100 the full control effect; nearly all actives have a fitted effect of over 65% in size
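IDH1-R132H (0.5 ug/mL dispensed) in pH 7.5 Tris buffer was preincubated 30 min with compound, then given a substrate mix of 0.016 mM NADPH and 2 mM alpha-KG for 80 min at room temperature; remaining NADPH was read by diaphorase/resazurin fluorescence.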
TrxR1 substrate = substrates of rat thioredoxin reductase 1; AID 588456; actives 0.01% (n = 390,000); O89049; Potency, µM (titrated, usually from 114 µM), for inactives: at the highest dose activity change, negative = substrate turnover; purified TrxR1 substrate turnover, NADPH consumption readout; further: potency means the concentration at half of the fitted maximal effect; on the % scale 0 is the no-effect control and ±100 the full control effect; nearly all actives have a fitted effect of over 50% in size
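Rat TrxR1, dispensed at 90 nM, was prereduced with 400 uM NADPH (final) for 5 min at ~22 deg C, then incubated with compound 15 min before 400 uM selenite. A first-read NADPH fluorescence drop versus no-compound background flagged substrates.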
An asterisk follows results filed as active; ? = inconclusive; nt = no result given; & = joins results of further samples; [ ] = remark or other dose. Unless noted, the call rests on the fitted dose curve; in most records, active means well fitted curve in the direction sought with a large enough effect; inconclusive means small, poorly fitted or top-dose-only effect, or another doubt; inactive means no such curve, though single readings can be large; an effect the other way counts as inactive or inconclusive. These rows are one share of the data. The share of hits here may be higher or lower than overall.

SMILES	LDHA block	USP1-UAF1 inh	Vif-A3F inh	TrxR1 inh	Vif-APOBEC3G blk	RGS4 inhibitor	Glioma ERSR ind	IDH1 R132H inh	TrxR1 substrate
Cc1nn(C(=O)c2ccco2)c(C)c1Sc1ccccc1	0	-21%	-21%	50%	-2%	-3%	0%	10%	0%[57.1 µM]
CCCSc1nc2c(c(=O)[nH]1)C(c1ccc(O)c(OCC)c1)CC(=O)N2 (stereo not given)	4	-3%	5%	4%	0%	6%	-3%	2%	2%
COc1ccccc1C1=NOC(COc2ccc3c(C)cc(=O)oc3c2)C1 (stereo not given)	-2	-7%	-13%	-8%	?	-16%	-5%	6%	4%
CN(C)c1ccc(N=Nc2ccccc2Br)cc1	3	-4%	11%	-20%	1%	25%	-9%	3%	-9%
Cc1ccc(Nc2nc(N)nc(CN3CCC(C)CC3)n2)c(C)c1	-4	1%	nt	-5%	3%	50%	0%	1%	-6%
CCc1ccc(CN(C)C(C)C(=O)Nc2ccc(S(=O)(=O)N3CCCC3)cc2)cc1 (stereo not given)	-1	-7%	4%	7%	5%	-24%	-5%	0%	1%
O=C(N/N=C/c1ccc(O)cc1)c1ccncc1	1	-4%	-16%	2%[57.1 µM]	5%	?	-1%	-7%	2%[57.1 µM]
Cn1c(-c2ccc(C(C)(C)C)cc2)n[nH]c1=S	-5	1%	3%	-4%	-6%	-21%	3%	5%	9%
COc1ccc(-c2nnn(CC(=O)N(CCCO)C(C(=O)NC3CCCC3)c3ccncc3)n2)cc1 (stereo not given)	1	-9%	-5%	10%	-10%	-28%	-2%	6%	7%
CC(C)c1nc2sc3c(=O)[nH]cnc3c2c2c1CCC2	1	-16%	-11%	23%	4%	-12%	-4%	3%	56%
CCOC(=O)C1=C(C)N(CCCCCC(=O)O)C(=O)NC1c1ccccc1Cl (stereo not given)	-1	-21%	5%	18%	4%	-4%	-3%	2%	3%
Cc1sc2nc(COC(=O)c3ccc(N4CCCC4)c([N+](=O)[O-])c3)[nH]c(=O)c2c1C	-9	-10%	1%	-19%	0%	-25%	-3%	-2%	-12%
CCOc1ccc(OCC(=O)Nc2ccc(S(=O)(=O)Nc3cc(C)on3)cc2)cc1	-8	-25%	1%	17%	0%	-7%	-1%	-25%	0%
O=C(N/N=C/c1cn(Cc2ccccc2)c2ccccc12)c1cc(O)cc(O)c1	-3	-27%	0%	16%	0%	-32%	8%	0%	-2%
O=C(NCCc1ccccc1)c1ccc(Cn2c(SCc3cccc(F)c3)nc3cccnc32)cc1	5	-22%	-8%	9%	-2%	12%	0%	12%	1%
O=C(Cn1cnc2c(cnn2-c2ccccc2)c1=O)Nc1ccc(S(=O)(=O)N2CCOCC2)cc1	0	-17%	-11%	4%	-1%	-22%	-4%	4%	-3%
COc1ccc(S(=O)(=O)N2CCCCC2)cc1NC(=O)C1CC1C (stereo not given)	0	-21%	3%	16%	-2%	3%	-4%	2%	-4%
COc1ccc(N2CCN(C(=O)c3cc4c(=O)n(Cc5ccccc5)ccc4nc3C)CC2)cc1	-1&1	-14%&-16%	-3%&6%	12%	-9%&-1%	-2%[56.9 µM]	4%&-4%	11%&0%	-1%
CC(OC(=O)C12CC3CC(CC(O)(C3)C1)C2)C(N)=O (stereo not given)	-3	0%	7%	19%[57.1 µM]	3%	-23%	-1%	2%	3%[57.1 µM]
COc1ccc2oc(C(=O)OCC(=O)Nc3ccccc3)c(C)c2c1	-8	-11%	-6%	-18%	0%	-26%	1%	2%	36%[activator]
CCn1c(SCC(=O)NCc2ccco2)nnc1C1CCCC1	-14	-14%	1%	?	0%	33%	-1%	0%	-10%
CCC(C)C1C(C#N)=C(N)Oc2n[nH]c(-c3ccccc3)c21 (stereo not given)	-6	?	5%	7%	-29%	-9%	-4%	7%	4%
CCc1ccc2oc(-c3cc(N)cc(C)c3O)nc2c1	8&13	-14%	-30%	10%[57.1 µM]	-20%	-6%[11.4 µM]	2%	4%	-4%
CCCCN(CC)Cc1ccc(CNC(=O)Nc2ccc(Cl)cc2)o1	-14	-2%	-9%	23%	-12%	-7%	-1%	2%	13%

Sorted by molar mass (ascending): part of the list above
SMILES	LDHA block	USP1-UAF1 inh	Vif-A3F inh	TrxR1 inh	Vif-APOBEC3G blk	RGS4 inhibitor	Glioma ERSR ind	IDH1 R132H inh	TrxR1 substrate
CCn1c(SCC(=O)NCc2ccco2)nnc1C1CCCC1	-14	-14%	1%	?	0%	33%	-1%	0%	-10%
CCOc1ccc(OCC(=O)Nc2ccc(S(=O)(=O)Nc3cc(C)on3)cc2)cc1	-8	-25%	1%	17%	0%	-7%	-1%	-25%	0%
O=C(Cn1cnc2c(cnn2-c2ccccc2)c1=O)Nc1ccc(S(=O)(=O)N2CCOCC2)cc1	0	-17%	-11%	4%	-1%	-22%	-4%	4%	-3%

The main list resumes, starting three compounds before the break.
SMILES	LDHA block	USP1-UAF1 inh	Vif-A3F inh	TrxR1 inh	Vif-APOBEC3G blk	RGS4 inhibitor	Glioma ERSR ind	IDH1 R132H inh	TrxR1 substrate
CCC(C)C1C(C#N)=C(N)Oc2n[nH]c(-c3ccccc3)c21 (stereo not given)	-6	?	5%	7%	-29%	-9%	-4%	7%	4%
CCc1ccc2oc(-c3cc(N)cc(C)c3O)nc2c1	8&13	-14%	-30%	10%[57.1 µM]	-20%	-6%[11.4 µM]	2%	4%	-4%
CCCCN(CC)Cc1ccc(CNC(=O)Nc2ccc(Cl)cc2)o1	-14	-2%	-9%	23%	-12%	-7%	-1%	2%	13%
CCc1ccc(-c2cc(C)no2)cc1S(=O)(=O)N1CCOc2ccc(C)cc21	-4	-13%	3%	7%	1%	-11%[56.9 µM]	-6%	-15%	-5%
O=C(Nc1nncs1)c1ccc(Br)c(S(=O)(=O)N2CCCC2)c1	-3	-4%	1%	10%[57.1 µM]	0%	19%[11.4 µM]	-3%	-2%	1%[57.1 µM]
CC(=O)c1ccc(NC(=O)C(C)Sc2n[nH]c(-c3cccnc3)n2)cc1 (stereo not given)	-10	-13%	-26%	-2%[57.1 µM]	0%	23%	-5%	19%	-1%[57.1 µM]
O=C(CCCN1C(=O)c2cccc3cccc(c23)C1=O)Nc1ccon1	-7	-1%	-6%	25%[57.1 µM]	-1%	18%	0%	19%	9%
Cc1cc2cc(CNC(=S)Nc3ccc(OC(F)F)cc3)ccc2[nH]1	-13	-16%	4%	30%[57.1 µM]	-3%	25%	2%	-10%	-5%[57.1 µM]
O=C1NC[C@H](Cc2ccccc2)N(C[C@H]2CCCN2C[C@H](Cc2ccc(O)cc2)N2C[C@H](Cc3ccc(O)cc3)N(CC3CCCCCC3)C(=O)C2=O)C1=O	-9	-10%	3%	13%	-5%	-29%	0%	?	3%
O=C1CC(C(=O)N(c2cccc(F)c2)C(C(=O)NC2CCCC2)c2ccccn2)CS1 (stereo not given)	-1	-3%	2%	7%	0%	-24%	0%	-2%	4%
CCCCCC(=O)Nc1sc(C)c(C)c1C#N	5	-9%	-6%	-1%	-19%	-45%	4%	5%	-1%
COC(=O)c1ccc(OCC2c3cc(OC)c(OC)cc3CCN2C(=O)C(C)C)cc1 (stereo not given)	-3	-16%	-5%	7%[57.1 µM]	-2%	5%	-2%	1%	6%[57.1 µM]
O=C(N/N=C/c1sc(=O)n(-c2ccccc2)c1Cl)c1ccncc1	-1	?	-1%	-61%	-4%	-13%	-1%	-2%	8%[57.1 µM]
COc1ccc(-c2ccc(CCC(=O)O)n2-c2cc(Cl)ccc2O)cc1	7	-9%	-5%	2%	?	5%	0%	2%	4%
COc1ccc(/C=N/Nc2nc(Nc3ccccc3)nc(N3CCCCC3)n2)c(OC)c1	0	-11%	-6%	18%	0%	?	-1%	-4%	-3%
CC(C)Cn1cnc2c(N)nc3ccccc3c21	-1	-26%	-2%	8%	0%	1%	-3%&-2%	-10%	3%
COc1cccc(-n2c(=O)c3cc(OC)c(OC)cc3n(CC(=O)Nc3cc(C)[nH]n3)c2=O)c1	-4	-12%	5%	-25%	1%	-11%	-4%	8%	17%
Cc1onc(-c2ccccc2)c1C(=O)OCC(=O)N(C)c1c(N)n(Cc2ccccc2)c(=O)[nH]c1=O	-3	-15%	-19%	-8%	2%	-20%	-2%	5%	-9%
C/C(=N\S(=O)(=O)c1ccc(C)cc1)NC(=S)Nc1ccc(C)cc1	-1	-20%	-16%	?	-1%	-23%	13%	-2%	0%

Just IDH1 R132H inh, for 2 of the compounds above:
compound	IDH1 R132H inh
CC(C)Cn1cnc2c(N)nc3ccccc3c21	-10%
Cc1onc(-c2ccccc2)c1C(=O)OCC(=O)N(C)c1c(N)n(Cc2ccccc2)c(=O)[nH]c1=O	5%

Assay outcomes (PubChem BioAssay)
